Nrf2 activator: Nrf2 pathway activation; actives 0.31% (n = 410,000); Potency, µM (series often up to 46.1 µM), without a hit: at the highest dose activation, actives largely listed as activators; AREc32 ARE-luciferase reporter (MCF7-derived line), luminescence, 24 h; note: % of control where 0% means no effect; nearly all actives have a fitted effect of over 65% in size
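Steps: seed AREc32_Fluc cells (1000/well, 5% FBS OPTI-MEM); incubate overnight at 37 deg C; add 23 nL compound; incubate 24 hr; add Steady-Glo; hold 30 min RT; read luminescence.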
Nrf2 inh: blocks Nrf2 signaling; Potency, µM (highest dose often 46 µM), for inactives: at the highest dose activity change, negative = inhibition, hits mostly inhibitors; A549 ARE-Fluc reporter, luciferase luminescence, 18-24 h; actives 2.1% (n = 360,000); note: % is set by controls: 0 for no effect and ±100 for the full control effect; nearly all actives have a fitted effect of over 60% in size
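Cells were seeded and rested 2 h, then exposed to compounds for 18-24 h. CellTiter-Fluor was read first as a viability measure. BugLite was added 15 min before the final luminescent read of ARE-luciferase activity in A549 cells.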
HepG2 tox: kills HepG2 cells in TGF-b inhibitor counter-screen. HepG2 CAGA-GFP viability, ATP luminescence, 18 h. Potency, µM (series often up to 46.1 µM), for the others: at the top dose activity change, negative = cytotoxicity, most hits filed as cytotoxic. actives 0.76% (n = 410,000). AID 588856; note: some results filed as inactive show a strong effect at the top dose
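CellTiter-Glo luminescence gave cytotoxicity after 18 hours at 37 degrees C. The cells were HepG2 CAGA-GFP in 1% FBS DMEM, stimulated with 500 pg/mL TGF-beta after compound addition. %Activity was normalised to no-cell wells (complete cell-killing) and DMSO (no toxicity), and curves were fitted and classified.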
S2 tox: cell viability loss in ATXN counter-screen. S2 cells (HEK-293 line with an ATXN2-luciferase reporter) viability, CellTiter-Fluor protease fluorescence, 24 h. AID 651635. Potency, µM (titrated, usually from 56.7 µM), usual class: cytotoxic. actives 0.49% (n = 400,000); note: nearly all actives have a fitted effect of over 40% in size
TGFb inhibitor: TGF-b pathway inhibition | HepG2 CAGA-GFP TGF-b/SMAD3 reporter, GFP fluorescence, 18 h; TGF-beta stimulated, 500 pg/mL final | Potency, µM (highest dose often 46.1 µM), without a hit: at the highest dose activity, negative = inhibition, hits mostly inhibitors | actives 1.2% (n = 410,000); note: % is set by controls: 0 for no effect and ±100 for the full control effect; nearly all actives have a fitted effect of over 65% in size
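HEPG2 CAGA-GFP cells (1000/well, DMEM with 1% FBS) were pre-incubated 2 h at 37 degrees C, given compound by pin tool, then stimulated with TGF-beta at 500 pg/mL final for 18 h before per-cell GFP fluorescence imaging.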
A549 tox: counter-screen for Nrf2 inhibitors: cytotoxicity in A549 cells. Potency, µM (series often up to 46 µM), inactives show at the top dose activity change, negative = cytotoxicity, usual class: inhibitors. AID 504648. A549 ARE-Fluc cells, CellTiter-Fluor viability, 18-24 h. actives 0.16% (n = 390,000); note: % is set by controls: 0 for no effect and ±100 for the full control effect
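A549 ARE_Fluc cells in 5% FBS OPTI-MEM were exposed to compounds in concentration-response for 18-24 h at 37 deg C. Viability was read by CellTiter-Fluor fluorescence (Ex 405/Em 525) after 30 min, before the luciferase read.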
EPAC2 antagonist: EPAC2 (human) antagonism. Q8WZA2. EPAC2 GEF exchange of Rap1B-BODIPY-GDP, fluorescence. Potency, µM (titrated, usually from 114 µM), inactives show top-dose activity, negative = inhibition, most hits filed as inhibitors. actives 0.18% (n = 360,000). AID 720708; note: % is set by controls: 0 for no effect and ±100 for the full control effect; nearly all actives have a fitted effect of over 45% in size; many of its hits are not listed in these tables
Target sequence (Q8WZA2 whole entry, looked up): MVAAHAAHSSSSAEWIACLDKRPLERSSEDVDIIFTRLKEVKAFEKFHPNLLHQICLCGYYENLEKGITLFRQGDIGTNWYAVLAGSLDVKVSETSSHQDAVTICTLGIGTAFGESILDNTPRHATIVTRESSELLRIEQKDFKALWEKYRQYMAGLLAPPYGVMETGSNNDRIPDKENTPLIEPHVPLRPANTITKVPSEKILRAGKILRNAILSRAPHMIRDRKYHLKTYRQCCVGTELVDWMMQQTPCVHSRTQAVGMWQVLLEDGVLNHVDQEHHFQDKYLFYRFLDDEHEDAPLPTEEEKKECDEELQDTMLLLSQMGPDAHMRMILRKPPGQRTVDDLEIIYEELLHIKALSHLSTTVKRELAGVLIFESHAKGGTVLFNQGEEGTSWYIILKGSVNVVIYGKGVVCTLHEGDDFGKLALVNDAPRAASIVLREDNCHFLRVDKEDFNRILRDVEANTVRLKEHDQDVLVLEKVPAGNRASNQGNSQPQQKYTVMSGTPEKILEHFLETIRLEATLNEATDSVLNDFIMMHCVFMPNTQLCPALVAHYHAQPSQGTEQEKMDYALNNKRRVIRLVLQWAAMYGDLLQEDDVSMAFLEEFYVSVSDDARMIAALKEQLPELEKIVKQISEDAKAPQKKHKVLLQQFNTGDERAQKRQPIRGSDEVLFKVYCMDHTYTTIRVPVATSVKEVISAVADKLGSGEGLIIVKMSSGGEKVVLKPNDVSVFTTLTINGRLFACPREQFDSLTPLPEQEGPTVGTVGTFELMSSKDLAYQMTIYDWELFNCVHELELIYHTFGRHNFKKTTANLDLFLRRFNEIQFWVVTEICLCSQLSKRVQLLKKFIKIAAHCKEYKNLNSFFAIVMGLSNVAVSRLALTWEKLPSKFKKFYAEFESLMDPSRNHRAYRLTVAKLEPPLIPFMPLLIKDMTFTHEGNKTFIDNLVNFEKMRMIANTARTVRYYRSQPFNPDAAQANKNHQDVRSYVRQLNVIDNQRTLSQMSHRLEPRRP
MCF10A rerep: induces DNA re-replication in MCF 10a normal breast cells. Potency, µM (titrated, usually from 46.1 µM), for inactives: top-dose activity, positive = re-replication, actives largely listed as activators. actives 2.9% (n = 350,000). MCF 10A DNA re-replication, Hoechst nuclear intensity, 48 h; note: % of control where 0% means no effect; nearly all actives have a fitted effect of over 50% in size
ATXN2 expr inh: reduces ATXN2 reporter expression in HEK-293 cells | Potency, µM (titrated, usually from 57 µM), for inactives: at the highest dose activity change, negative = inhibition, usual class: inhibitors | HEK-293 ATXN2-luciferase reporter, luminescence, 24 h | AID 1745845 | actives 0.72% (n = 360,000); note: % is set by controls: 0 for no effect and ±100 for the full control effect; nearly all actives have a fitted effect of over 55% in size
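ATXN2-luciferase reporter cells (luciferase flanked by upstream and downstream ATXN2 gene portions) were treated 24 h at 37 °C with compounds at up to 57 uM. SteadyGlo luminescence gave expression; GF-AFC fluorescence gave viability.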
The depositor's hits bear a star; i = inactive; ? = inconclusive; / = not tested or not shown; [ ] = remark or other dose. Calls come from the whole dose curve; as a rule, active = well fitted curve in the direction sought with a large enough effect; inconclusive = small, poorly fitted or top-dose-only effect, or another doubt; inactive = no such curve, though single readings can be large; an effect the other way counts as inactive or inconclusive. Potency is the fitted concentration of half-maximal effect. Not all compounds are listed, so the mix of outcomes need not match the whole.

SMILES	Nrf2 activator	Nrf2 inh	HepG2 tox	S2 tox	TGFb inhibitor	A549 tox	EPAC2 antagonist	MCF10A rerep	ATXN2 expr inh
O=S(=O)(Nc1ccccc1O)c1ccc(Cl)nc1	0.2%	12%	0%	i	-20%	-3%	-1%	2%	10%
O=c1[nH]c2cnn(-c3ccccc3)c2c(=O)n1O	9.5%	15%	-16%	i	-2%	10%	17%	17%	-20%
COc1ccc(NC(=O)NNC(=O)c2ccc3ccccc3c2O)cc1OC	-1.5%	-7%	-3%	i	0%	1%	0%	8%	-23%
CN1CCN(C(CNC(=O)C(=O)Nc2ccccc2C#N)c2ccc3c(c2)OCO3)CC1 (configuration not stated)	-0.1%	/	-2%	i	3%	10%	/	/	-1%
COc1cc(/C=N/NC(=O)CCN2CCCCC2)ccc1O	3.5%	13%	-13%	?	-26%	2%	3%	-1%	-11%
O=C(/C=C/c1ccc2c(c1)OCO2)NCc1cn2cc(Cl)ccc2n1	0.4%	-4%	4%	i	4%	-8%	1%	13%	2%
Cc1ccc(NC(=O)CCNS(=O)(=O)c2cccc3nsnc23)cc1F	-0.4%	-13%	-3%	i	36%[activator]	-4%	-1%	5%	18%
N#CCCN(Cc1cccs1)C(=O)Nc1ccc(F)cc1	-0.9%	15%	-14%	i	-9%	0%	-3%	0%	/
Cc1nc2ccccc2c2oc(C(=O)NCc3ccccn3)cc12	2.3%	?	-8%	i	12%	-13%	7%	14%	-13%
CC(C)N1CCC(NC(=O)Nc2ccc3c(c2)OCO3)CC1	2.8%	5%	-10%	i	-1%	-5%	4%	?	9%

Some values from the list:
HepG2 tox result of `Cc1ccc(NC(=O)CCNS(=O)(=O)c2cccc3nsnc23)cc1F` reads -3%
A549 tox result of `COc1ccc(NC(=O)NNC(=O)c2ccc3ccccc3c2O)cc1OC` reads 1%
TGFb inhibitor result of `O=c1[nH]c2cnn(-c3ccccc3)c2c(=O)n1O` reads -2%
ATXN2 expr inh result of `CN1CCN(C(CNC(=O)C(=O)Nc2ccccc2C#N)c2ccc3c(c2)OCO3)CC1` (configuration not stated) reads -1%

Following part:
SMILES	Nrf2 activator	Nrf2 inh	HepG2 tox	S2 tox	TGFb inhibitor	A549 tox	EPAC2 antagonist	MCF10A rerep	ATXN2 expr inh
Cc1c(Cl)cccc1Nc1n[nH]c(=S)s1	0.0%	7%	-14%	i	0%	0%	-1%	3%	9%
CCOc1ccc(Cl)cc1/C=N/NC(N)=O	3.5%	17%	-23%	/	11%	-8%	-4%	-4%	/
COC(=O)N1CCN(c2ccc(Cl)c(Cl)c2)CC1	0.3%	/	-27%	i	-4%	4%	-1%	20%	-2%
Cc1ccc(OC(=O)CN2C(=O)c3ccccc3C2=O)cc1C	-0.6%	-10%	11%	i	26%	2%	-10%	1%	2%
Cc1cc(NC(=O)c2nn3cccnc3c2Cl)no1	-1.3%	-8%	1%	i	?	3%	9%	-6%	-34%
Cc1cccc(OCc2nnc(NC(=O)c3cccs3)s2)c1	-0.3%	6%	-12%	i	-10%	-2%	14%	9%	0%
CCC(=O)Nc1ccc(NC(=S)NC(=O)/C=C/c2ccccc2)cc1	18%	?	-21%	?	2%	-1%	1%	11%	-21%
O=C(NCc1ccco1)/C(=C\c1ccco1)NC(=O)c1ccc(Br)o1	6.1%	17%	-16%	i	7%	-1%	21%	-3%	-23%
COc1ccc(NC(=O)COC(=O)C2CCC(C(C)(C)C)CC2)c([N+](=O)[O-])c1 (configuration not stated)	-0.8%	14%	15%	i	15%	5%	-10%	-2%	-11%
COc1ccc(NC(=S)N(CCCN2CCCC2)Cc2cccn2Cc2ccc(Cl)cc2)cc1Cl	-3.1%	-8%	6.3µM*	/	3.2µM*	?	2%	21µM*	/

One compound at a time, as listed above. Screens in order: Nrf2 activator	Nrf2 inh	HepG2 tox	S2 tox	TGFb inhibitor	A549 tox	EPAC2 antagonist	MCF10A rerep	ATXN2 expr inh
`O=C(NCc1ccco1)/C(=C\c1ccco1)NC(=O)c1ccc(Br)o1` reads 6.1%	17%	-16%	i	7%	-1%	21%	-3%	-23%
`COc1ccc(NC(=O)COC(=O)C2CCC(C(C)(C)C)CC2)c([N+](=O)[O-])c1` (configuration not stated) reads -0.8%	14%	15%	i	15%	5%	-10%	-2%	-11%
`CCOc1ccc(Cl)cc1/C=N/NC(N)=O` reads 3.5%	17%	-23%	/	11%	-8%	-4%	-4%	/
`COc1ccc(NC(=S)N(CCCN2CCCC2)Cc2cccn2Cc2ccc(Cl)cc2)cc1Cl` reads -3.1%	-8%	6.3µM*	/	3.2µM*	?	2%	21µM*	/
`Cc1c(Cl)cccc1Nc1n[nH]c(=S)s1` reads 0.0%	7%	-14%	i	0%	0%	-1%	3%	9%

(cont.)
SMILES	Nrf2 activator	Nrf2 inh	HepG2 tox	S2 tox	TGFb inhibitor	A549 tox	EPAC2 antagonist	MCF10A rerep	ATXN2 expr inh
COc1ccc(S(=O)(=O)N2CCN(CC(=O)NCCc3cccs3)CC2)cc1	-0.7%	-14%	-7%	i	-1%	3%	0%	-3%	0%
C=C(C)CC1N(c2cccc(OC)c2)C(=O)[C@@H]2C(C(=O)O)[C@H]3C=C[C@@]12O3 (some centres not stated)	0.2%	-11%	-16%	i	?	-21%	14%	1%	2%
Cc1cc(C(=O)N2CC(C)CC(C)C2)c(C)o1 (configuration not stated)	-0.6%	6%	6%	i	-12%	4%	1%	-2%	8%
CN(C)C(=O)N1CCCC(C(=O)NCc2ccccc2Cl)C1 (configuration not stated)	-0.9%	4%	-11%	i	-3%	17%	-3%	-1%	7%
CC1CCCCC1NC(=O)CN1CCC(NC(=O)C(C)(C)C)CC1 (configuration not stated)	-0.7%	/	-4%	?	2%	/	5%	/	/
CC1CCN(C(=O)C2CCN(S(=O)(=O)c3cccc4nsnc34)CC2)CC1	-0.2%	-16%	2%	i	1%	-11%	12%	-5%	/
O=C(COc1ccccc1Cl)Nc1cc(NC(=O)COc2ccccc2Cl)cc(C(=O)O)c1	1.8%	?	16%	i	-19%	-2%	-2%	-1%	11%
CCc1nccn1-c1cc(C(C)(C)C)nc2c(-c3ccc(Cl)cc3)cnn12	1.1%	?	0%	i	-14%	8%	-18%	?	29%
Cc1c2cnn(CC(=O)NCCCN3CC(C)CC(C)C3)c(=O)c2c(C)n1Cc1ccc(Cl)cc1 (configuration not stated)	2.5%	5%	-31%	i	-18%	3%	-9%	?	?
CCOc1ccccc1OCC(=O)N/N=C(\C)Cc1ccc(OC)cc1	0.5%	-3%	5%	i	?	-8%	0%	?	-12%
c1ccc2c(c1)nc1n2CN(Cc2ccc3c(c2)OCO3)CN1	0.0%	-19%	0%	i	3%	-7%	-7%	-1%	0%
COc1ccc(OCC(=O)N2CC3(C)CC2CC(C)(C)C3)cc1 (configuration not stated)	0.0%	5%	7%	i	-5%	-6%	-6%	4%	-6%
CC(=O)c1c(C)n(-c2ccc(N(C)C)cc2)c2ccc(OCC(N)=O)cc12	2.3%	?	-39%	i	?	-11%	-2%	3%	-8%
CC(C)CCNC(=O)CN(CC1CCCO1)C(=O)CCC(=O)Nc1ccccn1 (configuration not stated)	0.2%	/	-1%	i	4%	1%	6%	1%	-6%
O=C(NC1CC1)c1ccc(Cl)c(S(=O)(=O)N2CCOCC2)c1	-0.3%	1%	-5%	i	-3%	0%	12%	-2%	1%
O=C(NCc1ccco1)c1ccccc1SCC(=O)N1CCCC1	-0.1%	-12%	6%	i	-4%	3%	9%	4%	/
COc1ccc(Nc2nnc(C)c(=O)[nH]2)cc1	0.4%	1%	2%	i	3%	-2%	4%	-1%	-7%
CCC(=O)Nc1ccc(C(=O)NNC(=O)c2ccc(C)cc2)cc1	0.0%	4%	-10%	i	-1%	1%	-2%	0%	/
COc1ccc2cc(/C=N/NC(=O)c3ccc(CN(c4ccc(C)c(C)c4)S(C)(=O)=O)cc3)c(Cl)nc2c1	0.0%	-18%	3%	i	-1%	-3%	7%	?	0%
O=C(COc1cc(O)c2c(=O)cc(-c3ccccc3)oc2c1)c1cccc([N+](=O)[O-])c1	-0.1%	0%	13%	i	-3%	0%	-3%	-3%	-20%
CC(=O)NCCc1nc2ccccc2n1Cc1ccccc1	-0.3%	-6%	-20%	i	7%	6%	-8%	2%	-2%
COCCNC(=O)C1=CC(c2ccc3c(c2)OCO3)=NS(=O)(=O)N1C	-0.8%	?	-1%	i	-12%	8%	/	/	0%
Cc1nc(SCC(=O)Nc2ccc(OCc3ccccc3)cc2)n[nH]1	-0.7%	?	-18%	i	-6%	13%	3%	9%	11%
COc1ccc(C2CC(=O)N(Cc3cccc(F)c3)c3ccccc3S2)cc1 (configuration not stated)	0.2%	?	-32%	?	?	-16%	/	/	?
CCC(=O)Nc1ccc(N2CCCCC2)cc1	-0.2%	1%	-25%	i	35%[activator]	0%	-3%	6%	37%
Cc1ccc(S(=O)(=O)NCC23C=CC(O2)C2C(=O)N(c4ccccc4)C(=O)C23)cc1 (configuration not stated)	3.4%	10%	1%	i	-26%	-1%	-1%	4%	1%
C[C@H]1Cn2cnc(C(=O)N[C@H](C)c3ccccc3)c2C(=O)N1	-0.7%	/	3%	i	13%	/	-1%	/	11%
O=C(NNC(=O)c1ccccc1OCc1ccccc1Cl)c1csc(N2CCOCC2)n1	3.4%	-17%	-46%	?	?	?	-8%	1%	?
COc1ccc(N=Nc2c(C)n[nH]c2C)cc1	3.4%	1%	-32%	i	10%	-2%	-5%	?	13%

From PubChem
